PHOSPHO1 block = PubChem AID 1565; recombinant PHOSPHO1, absorbance phosphatase assay; Phosphoethanolamine/phosphocholine phosphatase (Homo sapiens), Q8TCT1; 1.1% of 290,000 active; inhibition, % at 13.3 µM; in the data active = inhibition above about 60%
Target sequence (Q8TCT1 whole entry, looked up): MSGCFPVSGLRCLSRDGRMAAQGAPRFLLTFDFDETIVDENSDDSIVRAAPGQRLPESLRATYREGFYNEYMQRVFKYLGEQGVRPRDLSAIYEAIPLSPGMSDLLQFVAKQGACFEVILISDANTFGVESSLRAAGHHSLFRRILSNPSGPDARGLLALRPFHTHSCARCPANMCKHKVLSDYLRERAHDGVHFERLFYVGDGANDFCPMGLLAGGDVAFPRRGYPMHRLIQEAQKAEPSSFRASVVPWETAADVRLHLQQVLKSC
GalR3 antag = GalR3 antagonists in HEK293 cells, primary screen, cell-based, fluorescence readout. HEK293 GalR3-CNG cAMP membrane potential fluorescence; galR3 body fused to GalR1 C-terminus. inhibition, % at 3 µM. 0.44% of 360,000 active;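 active = inhibition above the screen-wide average plus 3 SD, cut at about 13% in these data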;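 note: forskolin and galanin both at EC90 stimulate the cells; cAMP rise reported by CNG channel membrane potential dye signal; 0% = forskolin plus galanin with DMSO and 100% = forskolin alone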
IDE cell inh = human IDE inhibitors in live cells, primary screen, fluorescence polarization, HEK cells, FAbetaB substrate. FAbetaB cleavage. AID 434962, 2010. 0.41% of 320,000 active. inhibition, % at 5.59 µM;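 active = percent inhibition above the average of all tested compounds plus 3 SD, set per screening campaign, cut at about 16% in these data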;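 note: IDE supplied by intact live HEK cells; FP after avidin binding of uncleaved biotin substrate so inhibition keeps polarization high; 0% = DMSO wells and 100% = 60 µM reference IDE inhibitor Ii1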
CRFBP-R2 agonist = agonists of CRF-BP/CRF-R2 complex, primary screen, cell-based, HEK293, calcium dye fluorescence, uHTS; CRF-binding protein / CRF receptor 2 complex (human); calcium dye fluorescence (FLIPR); percent of saturating CRF peptide response; activation, % at 13.2 µM; 0.46% of 350,000 active; AID 588473, 2011;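 active = activation of at least 50%, plus an integration ratio under a set limit after plate pattern correction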;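 note: plate controls were neutral control wells without compound for no effect and CRF at EC100 for full effect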
MEKK3 PB1 HTS = modulators of MEKK3-MEK5 PB1 binding, primary screen, biochemical, wildtype MEKK3, multiplex bead flow cytometry, Alexa488-MEK5; 1.4% of 290,000 active; Mitogen-activated protein kinase kinase kinase 3 (Homo sapiens), Q99759; bead-based flow cytometry, Alexa488-MEK5 binding to MEKK3; actives lie on both sides; 0 = blocked by unlabeled MEK5, 100 = vehicle; AID 1529, 2009; binding response (% of control), % at 10 µM;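 active = binding response more than 3 SD above or below the average of its plate-row segment, actives on both sides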;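 note: Alexa488 bead fluorescence after subtracting the streptavidin-only scavenger bead signal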
Target sequence (Q99759 whole entry, looked up): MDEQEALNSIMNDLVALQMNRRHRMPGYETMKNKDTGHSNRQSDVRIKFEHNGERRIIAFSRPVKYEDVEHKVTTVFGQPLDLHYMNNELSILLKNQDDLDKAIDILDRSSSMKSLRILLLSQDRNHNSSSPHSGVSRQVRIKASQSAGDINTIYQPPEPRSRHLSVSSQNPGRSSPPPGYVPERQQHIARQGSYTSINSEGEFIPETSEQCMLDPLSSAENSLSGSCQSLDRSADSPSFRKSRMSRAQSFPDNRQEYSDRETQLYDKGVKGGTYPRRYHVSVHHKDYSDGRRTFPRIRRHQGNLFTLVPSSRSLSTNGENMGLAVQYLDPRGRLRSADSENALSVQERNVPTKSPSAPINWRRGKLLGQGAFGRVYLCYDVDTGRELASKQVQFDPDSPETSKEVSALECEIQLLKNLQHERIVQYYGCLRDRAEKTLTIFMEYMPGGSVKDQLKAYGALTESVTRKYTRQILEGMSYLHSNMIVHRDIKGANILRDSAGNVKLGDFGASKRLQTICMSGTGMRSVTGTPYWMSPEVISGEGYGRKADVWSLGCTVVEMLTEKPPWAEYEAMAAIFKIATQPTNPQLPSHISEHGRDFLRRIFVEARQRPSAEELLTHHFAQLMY
CHRM4 PAM = human M4 muscarinic receptor positive allosteric modulators, primary screen, CHO-K1 cells, Fluo-8 calcium fluorescence | CHO-K1 hM4/Gqi5, ACh EC20; 0% = ACh EC20, 100% = maximal ACh | 0.4% of 360,000 active | AID 624126, 2012 | activation, % at 3 µM | Muscarinic acetylcholine receptor M4 (Homo sapiens), P08173;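 active = activation above its plate's cutoff, the mean activation of sample wells plus 3 SD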; note: some results filed as inactive read as strong as hits
pCIP destab = p/CIP-EGFP fusion destabilizers, primary screen, fluorescence, F442A cells; 16 h; decrease of EGFP signal, % at 10 µM; 0.01% of 290,000 active; AID 1984, 2009;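 active = EGFP signal decrease of at least 30% at 10 µM or well 3 SD below plate mean, unless failing retest; inactive = the rest, including hits failing retest or dose response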; note: some compounds called inactive have numbers as strong as hits; many of its hits are not listed in these tables
CRFBP-R2 block = antagonists of CRF-BP/CRF-R2 complex, primary screen, cell-based, HEK293, calcium dye fluorescence, uHTS; inhibition, % at 11.8 µM; AID 588475, 2011; 0.59% of 350,000 active; CRF-induced calcium fluorescence;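 active = inhibition of the ligand-induced calcium signal above about 50% at the single tested concentration, limit read from the data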
IDE cell activ = human IDE activators in live cells, primary screen, fluorescence polarization, HEK cells, FAbeta-B substrate; Insulin-degrading enzyme (Homo sapiens), P14735; FAbeta-B cleavage; 0% vehicle, 100% cell-free pure enzyme wells; activation, % at 5.96 µM; 0.073% of 340,000 active; AID 493087, 2011;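 active = activation above the mean of all tested compounds plus 3 SD, set per screening campaign, cut at about 17% in these data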
* = called active by the depositor; / = no result given.

SMILES	PHOSPHO1 block	GalR3 antag	IDE cell inh	CRFBP-R2 agonist	MEKK3 PB1 HTS	CHRM4 PAM	pCIP destab	CRFBP-R2 block	IDE cell activ
CCOC(=O)C1(Cc2ccc(OC)cc2)CCN(C(=O)Cn2cnnn2)CC1	28	-3	3	0.4	107	14	-12	-14	-1
O=C(CCNS(=O)(=O)c1cccc2nsnc12)NCCC1=CCCCC1	-1	-6	-1	3.7	99	0	-2	-10	4
O=c1[nH]c2cc3c(cc2cc1CN(Cc1cccnc1)Cc1nnnn1Cc1ccco1)OCCO3	49	-8	8	8.0	108	-2	-8	-8	2
Cc1nc2c([nH]c3ccccc32)c(=O)n1N	-7	-3	-3	-0.7	102	-3	-7	-1	/
Cc1ccc(S(=O)(=O)Nc2cncnc2NS(=O)(=O)c2ccc(C)cc2)cc1	/	-2	/	-5.2	/	4	/	-23	4
NCCc1nnc(SCc2ccccc2F)o1	-5	-1	-9	0.1	95	1	2	-7	-4
COc1ccc(S(=O)(=O)NCCSC(C)(C)C)cc1Cl	-22	-8	-3	0.6	91	-10	-2	1	3
Cc1onc(-c2c(Cl)cccc2Cl)c1C(=O)N=S(C)(=O)c1ccccc1 (stereo unspecified)	-78	-5	-5	-4.7	102	-4	-11	-8	/
C=CCc1ccc(OCc2ccc(C(=O)OC)o2)c(OC)c1	0	2	1	-0.4	102	4	-11	14	1
Cc1ccc(CONC(=O)c2ccc(Cl)cc2)cc1	/	-2	2	0.0	/	1	/	2	2
COc1ccc(NC(=O)CC(C)(C)C)c([N+](=O)[O-])c1	-2	-6	1	-0.1	97	5	-4	21	4
COc1ccc(OC)c(C=NNC(=O)c2ccc(NS(=O)(=O)c3cccs3)cc2)c1	/	-4	-1	0.7	/	6	/	-21	/
O=S(=O)(c1ccccc1)c1nc(Nc2ccccc2N2CCOCC2)sc1Cl	79*	-11	-2	-0.9	111	-5	-6	25	1
CC(C)CC(=O)N1CCN(C(=O)c2cccc(F)c2)CC1	-9	4	0	-1.1	99	-2	-4	-1	1
COC(=O)C(NC(=O)CCc1c(C)nc2c(c(C)nn2-c2ccccc2)c1C)C(C)C (stereo unspecified)	26	-14	/	-2.1	96	-3	-4	3	2
Cc1ccc(-c2csc(NCCn3c(C(F)(F)F)nc4ccccc43)n2)cc1	31	-3	-2	0.1	98	-7	-1	-11	-2
CN(C)CCCNC(=O)c1ccccn1	13	-2	7	-1.8	98	0	0	10	5
COc1ccc(CCNC(=O)C2CC2)cc1OC	-8	2	1	0.2	103	0	-3	9	2
CCOC(=O)N1CCN(C(=O)C2CC(c3ccc(F)cc3)=NO2)CC1 (stereo unspecified)	9	-1	5	-1.9	94	-3	-18	9	-1
Cn1c(N2CCCC2)nc2c1c(=O)n(Cc1ccc(F)cc1)c(=O)n2C	-5	-2	-4	-0.9	100	-7	2	8	-3
Cc1ccc(C(=O)NCC(=O)OCn2nnc3ccccc3c2=O)cc1	/	-8	-3	-0.6	/	17	/	15	6
COc1ccc(CCNC(=O)c2cc3c(=O)n(C)c4ccccc4c3n2C)c(OC)c1	-97	-5	-5	0.1	96	-7	-9	12	-1
COCCN1CCN(c2cc(-c3ccccc3)nc3cc(-c4cccc(F)c4)nn23)CC1	11	-5	4	-2.0	93	-4	-74	6	3
Cc1ccc(NC(=O)c2ccc(S(=O)(=O)N3CCCCC3)cc2)cc1	29	4	1	-1.9	109	-7	-4	-44	3
COc1ccc(CCNS(=O)(=O)c2ccc3c(c2)CC(C)N3C(C)=O)cc1OC (stereo unspecified)	27	-4	-3	-0.8	/	-8	-15	-17	3
CC1(C)CC(=O)C=C(Nc2ccc(S(N)(=O)=O)cc2)C1	-50	-5	11	0.3	103	1	-4	-24	-2
CSCCC(CO)NC(=O)OCc1ccccc1 (stereo unspecified)	21	-1	2	-0.2	102	5	32	14	-5
COc1cccc(S(=O)(=O)Nc2ccc(C(=O)N3CCOCC3)cc2)c1	-8	-6	-3	-0.5	91	13	0	6	8
Cc1cccc(-c2nnc(SCC(=O)NCc3ccc4c(c3)OCO4)n2C)c1	72*	5	2	-3.2	100	6	1	15	-3
CCn1c(COc2cccc(C)c2)nnc1SCC(=O)CC(=O)Nc1ccccc1OC	93*	-2	-3	-3.1	100	-1	-11	0	4
O=C(Cn1nc(Cc2cccnc2)c2ccccc2c1=O)Nc1ccc2c(c1)OCO2	-26	/	-3	-3.1	110	2	-30	0	1
CCOC(=O)N1CCN(CC(=O)Nc2cc(OC)c(OC)cc2C#N)CC1	24	3	5	-0.4	100	-3	-8	-4	-1
O=S(=O)(NCC1CCCN(Cc2ccccc2)C1)c1cccc2cccnc12 (stereo unspecified)	38	-4	1	-0.8	109	-5	32	-12	0
O=C(CSc1nnnn1C1CCCC1)NCc1ccc2c(c1)OCO2	7	-11	7	0.3	100	2	-7	5	2
CCOC(=O)c1[nH]c2ccc(OCC)cc2c1NC(=O)CN1CCCC(C)C1 (stereo unspecified)	6	-2	6	0.8	104	1	-5	-14	4
Cc1ccc(NC(=O)CNCC(c2ccccc2)N(C)C)cc1F (stereo unspecified)	10	-4	-2	0.0	88	-6	-12	-4	1
Cc1cccc(-c2cnn(-c3ccccc3)c2N)c1	20	-10	2	-3.3	102	-5	-15	7	0
COc1cc(NC(=O)CCCC(=O)OCC(F)(F)C(F)F)nc(OC)n1	-13	-6	2	-0.2	105	-4	-7	-9	0
O=C(NCc1ccccn1)c1cc(-c2ccccc2)on1	-10	-4	-1	-1.6	/	9	-11	0	2
CCN(CC1COc2ccccc2O1)C(=S)NC1CC2CCC1C2 (stereo unspecified)	25	-4	0	0.2	102	5	-3	-8	3
COc1ccc(CSc2nnnn2C)cc1[N+](=O)[O-]	12	-1	-2	-3.6	99	15	-5	7	1
COc1ccc(C2/C(=C(/O)c3ccccc3)C(=O)C(=O)N2CCCN2CCOCC2)cc1 (stereo unspecified)	8	4	-6	0.2	106	-2	4	-6	-1
C=CCCN(Cc1ccccc1)S(=O)(=O)c1ccccc1Br	4	2	0	0.2	90	-5	-2	12	2
CC(=O)Nc1ccc(NC(=O)C(C)OC(=O)CNS(=O)(=O)c2cccc(Cl)c2)cc1 (stereo unspecified)	8	-5	2	0.8	81	-4	10	-3	0
O=C(COc1ccc(NC(=O)c2ccccc2)cc1)c1ccccc1	24	1	-2	-4.3	106	-1	-62	5	1
O=C(CCC1CCCC1)N1CCN(C2CCCC2)CC1	-12	3	-7	-1.5	103	3	-6	-11	-4
Cc1ccc2c(Cl)c(C(=O)N/N=C/c3cccn3C)sc2c1	6	4	1	-2.0	100	-7	-1	27	2
CC(C)(C)c1ccc(OCCNC(=S)Nc2ccccc2)cc1	8	-4	-4	2.7	97	-9	-21	-2	2
CC1(C)CC(=O)C=C(c2cccc(CO)c2)C1	/	0	3	1.1	/	0	/	-4	5
O=C(Cc1ccc(Cl)cc1)Nc1cc(Cl)ccn1	/	-6	6	1.8	/	-18	/	-20	0
COc1ccc(CSC2=NCCN2)cc1Br	4	-1	1	1.2	107	-5	10	-9	0
Cc1[nH]c2ccccc2c1C(=O)COC(=O)C1CC(O)CN1S(=O)(=O)c1ccc(Cl)cc1 (stereo unspecified)	/	-5	-3	2.3	/	-1	/	-15	2
COC(=O)C(C)Oc1ccc(Cl)c(CN2OCC(C)(C)C2=O)c1 (stereo unspecified)	/	-3	3	-0.1	/	-1	/	3	2
Cc1ccc(O)c(Nc2ncnc3ccccc23)c1	40	-10	-4	-0.7	96	-4	-3	1	3
Cc1ccc(NC(=O)N2CCSc3ccccc32)cc1	33	/	-2	-3.8	114	5	9	-3	5
Cc1nn(C(=O)c2cccs2)c(C)c1CN1C(=O)c2ccccc2C1=O	14	-5	-8	0.8	97	5	-2	3	0
O=C(c1ccc(S(=O)(=O)NCc2ccco2)cc1)N1CCN(Cc2ccc3c(c2)OCO3)CC1	8	-4	-2	-3.1	91	3	2	31	-3
CC(NC(=O)c1nn(C)c(=O)c2ccccc12)c1ccc(F)cc1 (stereo unspecified)	-7	-8	-19	-1.5	104	2	-2	16	8
COc1cc2c(cc1OC)CN(CC(=O)Nc1ccc(F)cc1)CC2	-7	-5	-6	0.3	93	-2	-15	17	5
CCOC(=O)CSc1nnc(-c2ccc(S(=O)(=O)N3CCOCC3)cc2)n1-c1ccccc1	0	-6	2	-1.4	94	-11	-10	-17	0
Continued:
SMILES	PHOSPHO1 block	GalR3 antag	IDE cell inh	CRFBP-R2 agonist	MEKK3 PB1 HTS	CHRM4 PAM	pCIP destab	CRFBP-R2 block	IDE cell activ
COc1ccc(Cl)cc1NC(=O)CN(C)C(=O)c1cc2ccccc2cc1OC	/	-4	4	3.7	/	-7	/	9	2
C=CCNC(=S)Nc1ccc(C)cc1[N+](=O)[O-]	30	-5	-1	-3.2	87	9	1	1	-1
COc1ccc(CNC(=O)C2CC(c3ccc(OC)cc3)=NO2)cc1 (stereo unspecified)	22	-2	3	-1.3	99	3	7	-4	-2
COc1ccccc1C(=O)NCC(=O)n1nc(C)cc1C	-5	-4	0	-0.6	101	-1	-2	0	3
C=CCn1c(-c2ccccc2)c[nH]c1=S	79*	-3	0	4.8	124*	-1	-12	-1	-1
CCOC(=O)CNC(=O)CNC(=O)c1ccc(OC)cc1	13	-1	2	0.0	104	-3	-1	-2	3
N#Cc1ccc(NC(=O)COC(=O)CCc2nc3ccccc3c(=O)[nH]2)cc1	19	4	-2	1.3	105	21	-15	6	12
Cc1cc(Nc2ccc(N3CCC(C)CC3)cc2)n2ncnc2n1	10	0	-1	0.6	76	8	7	4	2
Cc1cc(/C=N/n2c(COc3ccccc3C)nc3ccccc3c2=O)c(O)c([N+](=O)[O-])c1	18	-2	4	0.4	98	-4	-34	47	4
COC(=O)c1ccc(NS(=O)(=O)c2ccc(-c3cc(C)no3)s2)cc1	18	-7	-2	-1.1	102	-3	3	1	4
CN(CC(=O)Nc1ccccc1F)CC(=O)Nc1ccc(F)c(F)c1F	28	-3	0	-1.0	100	3	-3	18	3
Oc1cccc2ccc(/C=C/c3ccccc3Cl)nc12	38	-6	-4	-0.7	106	-4	-15	3	3
N#Cc1nc(-c2cccs2)oc1NCC1CCCO1 (stereo unspecified)	11	-8	2	4.5	/	-7	6	-1	-1
O=C(CSc1ccccc1F)NNC(=O)c1cncc(Br)c1	/	-3	4	0.1	/	-1	/	-5	3

4 compounds picked at random from those above:
SMILES	PHOSPHO1 block	GalR3 antag	IDE cell inh	CRFBP-R2 agonist	MEKK3 PB1 HTS	CHRM4 PAM	pCIP destab	CRFBP-R2 block	IDE cell activ
CC(NC(=O)c1nn(C)c(=O)c2ccccc12)c1ccc(F)cc1 (stereo unspecified)	-7	-8	-19	-1.5	104	2	-2	16	8
Cc1ccc(NC(=O)N2CCSc3ccccc32)cc1	33	/	-2	-3.8	114	5	9	-3	5
COCCN1CCN(c2cc(-c3ccccc3)nc3cc(-c4cccc(F)c4)nn23)CC1	11	-5	4	-2.0	93	-4	-74	6	3
COc1ccc(CCNC(=O)c2cc3c(=O)n(C)c4ccccc4c3n2C)c(OC)c1	-97	-5	-5	0.1	96	-7	-9	12	-1

Bioassay records (PubChem BioAssay)
